Source: PubChem BioAssay (Sanford-Burnham Center for Chemical Genomics)
tim23-1 inh = inhibits growth of tim23-1 mutant yeast; S. cerevisiae tim23-1 growth, BacTiter-Glo luminescence, 24 h; inhibition, % at 20 µM; hit rate 1.3% among 330,000; AID 463212;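 active means growth inhibition of the mutant yeast at or above 50%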;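 further: temperature-sensitive mutant grown at 25 °C; plate controls were DMSO-treated mutant yeast for no effect and medium wells lacking yeast for full effect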
XBP1 UPR activ = adaptive UPR (XBP1) activation. activation, % at 20 µM. hit rate 0.33% among 330,000. AID 463104. CHO-XBP1 luciferase reporter, IRE1-XBP1 UPR activation, luminescence; percent of tunicamycin response, DMSO as zero;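 active means versus positive control, 20 µM dose yields 30% or more activation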;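 further: 100% = tunicamycin at 10 µg/mL and 0% = DMSO only wells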
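Material: CHO-XBP1 cells stably carrying IRE1-XBP1-driven luciferase reporter | Medium: F12 with 10% serum | Compound dosing: 20 µM single concentration, DMSO 1% | Incubation: Overnight seeding at 37 °C, 6 h compound treatment at 37 °C | Detection: Steady-Glo luminescence read | Read-out basis: % activation of reporter signal versus tunicamycin and DMSO controls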
Mdm2 MdmX PPI = inhibitors of human Mdm2/MdmX interaction; O15151+Q00987; hit rate 3% among 330,000; AID 485346; SaOS-2 split-luciferase Mdm2/MdmX complementation, luminescence; inhibition, % at 8 µM;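 active means inhibition of at least 50% at 8 µM in the primary screen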
CXCR6 block = CXCR6 (human) receptor inhibition; O00574; CHO-K1 PathHunter CXCR6 beta-arrestin, luminescence; inhibition, % at 20 µM; hit rate 0.36% among 360,000; in the data active means inhibition above about 34%, passing the limit was not always enough;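 further: antagonist mode with CXCL16 agonist at 10 nM final; 0% = 10 nM CXCL16 with DMSO and 100% = unstimulated wells without agonist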
APJ agonist = activates the human apelin receptor APJ. P35414. CHO-K1 APJ PathHunter beta-arrestin, luminescence; 0% DMSO wells, 100% apelin. activation, % at 20 µM. hit rate 0.11% among 330,000. AID 2520;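 active means activation more than six SD over the plate average, tested at 20 µM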;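 further: 0% = DMSO alone and 100% = apelin-13 at 10 nM; some results filed as inactive read as strong as hits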
Target sequence (P35414 whole entry, looked up): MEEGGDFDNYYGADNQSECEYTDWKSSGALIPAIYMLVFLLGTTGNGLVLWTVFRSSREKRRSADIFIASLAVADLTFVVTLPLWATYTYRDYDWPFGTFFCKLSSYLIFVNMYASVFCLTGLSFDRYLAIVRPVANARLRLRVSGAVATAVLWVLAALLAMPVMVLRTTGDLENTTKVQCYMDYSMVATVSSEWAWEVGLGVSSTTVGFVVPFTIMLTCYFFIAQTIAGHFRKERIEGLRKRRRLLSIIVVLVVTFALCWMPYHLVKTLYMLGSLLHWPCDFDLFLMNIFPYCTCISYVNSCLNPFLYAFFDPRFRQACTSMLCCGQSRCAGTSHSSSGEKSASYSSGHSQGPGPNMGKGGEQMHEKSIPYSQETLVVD
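Material: engineered CHO-K1 APJ arrestin reporter cells; amount: 1000 CHO-K1 reporter cells seeded per well; incubation: compound stimulation 90 min at 25 °C, detection 60 min; signal: luminescent beta-gal fragment complementation, chemiluminescent substrate; read-out basis: APJ agonist activity; controls: DMSO-only wells as negative, 10 nM Apelin-13 as positive control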
CCR6 antag = CCR6 (human) receptor antagonism; CHO-K1 CCR6 PathHunter beta-arrestin, luminescence, CCL20-stimulated; inhibition, % at 20 µM; hit rate 0.49% among 340,000; AID 493098;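 active means compounds whose inhibition of the agonist-driven luminescence signal at 20 µM reaches about 50%, limit read from the data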;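 further: cells stimulated with CCL20 at 14 nM final; plate controls were DMSO with CCL20 for no effect and DMSO without agonist for full effect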
EBI2 block = EBI2 (human) antagonism; EBI2 beta-arrestin recruitment, luminescence, 7a,25-OHC stimulated; P32249; inhibition, % at 5 µM; hit rate 0.81% among 360,000; in the data active means inhibition above about 38%;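 further: enzyme fragment complementation signal reports receptor beta-arrestin coupling in cells; 0% = agonist plus DMSO wells and 100% = wells without agonist; some results beyond the cut were filed as inactive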
Target sequence (P32249 whole entry, looked up, the tested form may be a part): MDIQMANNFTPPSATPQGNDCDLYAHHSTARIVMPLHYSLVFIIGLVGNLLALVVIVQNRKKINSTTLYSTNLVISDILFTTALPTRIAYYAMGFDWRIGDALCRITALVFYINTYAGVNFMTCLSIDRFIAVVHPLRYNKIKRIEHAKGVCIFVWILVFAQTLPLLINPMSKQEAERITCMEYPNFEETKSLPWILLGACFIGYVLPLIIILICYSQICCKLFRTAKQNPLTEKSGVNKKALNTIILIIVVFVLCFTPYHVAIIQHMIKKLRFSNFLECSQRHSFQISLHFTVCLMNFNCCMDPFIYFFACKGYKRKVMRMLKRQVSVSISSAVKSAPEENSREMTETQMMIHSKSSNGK
UPR CHOP act = apoptotic UPR (CHOP) activation; CHO-CHOP luciferase reporter, luminescence; percent of tunicamycin response over DMSO baseline; activation, % at 10 µM; hit rate 0.34% among 330,000;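 active means at 10 µM dose, activation of 40% or more, normalized to positive control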;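 further: 100% = tunicamycin at 10 µg/mL and 0% = DMSO alone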
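Assay system: CHO-CHOP cells, stable luciferase reporter of PERK-eIF2a-CHOP signalling / Buffer or medium: F12 plus 10% serum / Compound dosing: one dose, 10 µM in 0.5% DMSO / Times: 6 h compound treatment, 37 °C / Technique: luciferase luminescence / Read-out: % reporter activation, DMSO baseline versus tunicamycin full activation / Benchmarks: tunicamycin and DMSO controls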
APJ antag = APJ receptor antagonism; P35414; CHO-K1 APJ beta-arrestin complementation, luminescence; inhibition, % at 20 µM; hit rate 0.32% among 330,000;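 active means inhibition above about 40% at 20 µM, limit read from the data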;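 further: cells challenged with 10 nM apelin-13 agonist together with compound; plate controls were apelin-13 plus DMSO wells for no effect and DMSO wells lacking apelin-13 for full effect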
An asterisk follows results filed as active; x = no result given. Some of the compounds tested; the hit share may differ from the screen's.

canonical_smiles,tim23-1 inh,XBP1 UPR activ,Mdm2 MdmX PPI,CXCR6 block,APJ agonist,CCR6 antag,EBI2 block,UPR CHOP act,APJ antag
N=C(c1cccc([N+](=O)[O-])c1)N1CCCCCC1,15,1,22,-3,-1,3,-4,-0.8,-3
COc1ccc(CCN2C(=NC(=O)C(C)C)SC3CS(=O)(=O)CC32)cc1OC (stereo unspecified),6,-2,8,-4,-2,4,-4,1.1,-13
Cc1ccc(CNC(=O)CSc2ccc(-c3cccs3)nn2)cc1,-5,-2,11,-6,-2,-1,7,3.2,-11
Cc1cc(NC(=O)COC(=O)c2cccc(OCc3ccccc3)c2)no1,-7,2,-18,-4,-3,7,-10,3.1,-10
O=C(CN1C(=O)COc2ccc(S(=O)(=O)N3CCOCC3)cc21)NCc1ccccn1,8,-1,-7,7,-3,3,-2,1.4,-10
Cc1onc(-c2ccc(Cl)cc2Cl)c1C(=O)/C=C/N(C)C,3,-2,20,0,3,4,9,0.9,14
Cc1cccc(C(=O)Nc2cccc(C(=O)Nc3cc(C)ccn3)c2)c1,31,-2,0,-3,-3,21,4,-1.3,7
COc1ccccc1C(=O)NCc1ccc2c(c1)OCO2,-5,-3,-10,0,1,-2,0,5.0,2
CN(C)c1nc(N)nc(CSc2nc3cc(Cl)ccc3o2)n1,11,8,-10,5,-3,3,1,7.2,7
Cc1ccccc1Nc1nccc(N(C)C)c1C#N,-5,-3,-10,-3,-4,-1,4,-1.7,3
O=C(CC(c1ccccc1)c1cc(Cl)ccc1O)NCCN1CCOCC1 (stereo unspecified),-6,-2,19,-11,-3,-2,-4,-0.8,-1
O=C(CSc1nc2ccccc2c(=O)[nH]1)Nc1ccccc1C(F)(F)F,-3,-2,23,5,-6,-16,0,-1.7,23
COc1cc(NS(=O)(=O)c2ccc(Br)s2)cc(OC)c1,14,1,9,-9,-2,12,-6,1.1,1
CC(=O)Nc1ccc(NC(=O)C(C)OC(=O)c2ccc(C)s2)cc1 (stereo unspecified),10,-2,-10,-1,1,4,-7,0.1,-9
Cc1ccc(NC(=O)CN(C)C(=O)COc2ccc(C(=O)c3ccc(F)cc3)cc2)cc1,21,-2,28,0,-1,9,17,-0.7,-3
Cc1cc(NC(=O)CS(=O)(=O)c2cn(Cc3ccccc3Cl)c3ccccc23)no1,-11,-3,26,13,-2,13,24,-1.1,-9
CC1CCN(S(=O)(=O)c2ccc(NC(=O)CN3C(=O)NC(C)(c4ccccc4)C3=O)cc2)CC1 (stereo unspecified),10,-3,25,3,2,-6,-5,2.3,7
Cc1cccc(N2CCN(C(=O)C3CC(=O)N(C4CCCC4)C3)CC2)c1C (stereo unspecified),10,-4,15,7,-3,2,-5,-0.6,7
Cc1ncc[nH]1,-18,-2,11,4,-2,-4,2,0.1,-14
Cc1ccc(NC(=O)c2cccc(S(=O)(=O)NCc3ccccc3)c2)nc1,23,-2,34,-7,1,10,-4,-0.9,-14
COc1ccc(CC2(CO)CCN(C/C=C/c3ccccc3OC)CC2)cc1,-13,-2,40,-3,-4,17,2,-1.8,-1
CCCCN(C(=O)C(C)Oc1cccc(Cl)c1)c1c(N)n(CCC)c(=O)[nH]c1=O (stereo unspecified),17,-5,18,-6,4,11,-9,0.7,19
COC(=O)c1nn(C23CC4CC(CC(C4)C2)C3)c2c1C(=O)N(c1ccc(Br)cc1)C2=O,12,-5,21,10,-5,-27,-19,0.1,6
CCOC(=O)C1CCCN(S(=O)(=O)CCNC(=O)c2ccc(F)cc2)C1 (stereo unspecified),14,0,4,-5,-3,4,6,2.6,9
O=C(COC(=O)COc1ccc(Br)cc1)NC1CCCCCC1,15,0,24,-2,2,1,-4,-2.0,-3
O=C(COC(=O)c1cccs1)NCCc1ccc(F)cc1,-6,1,-25,5,5,-5,-7,0.9,14
CCOC(=O)CN1CCS(=O)(=O)CC1,-1,-4,28,-2,-2,9,8,1.5,12
Cc1ccc(-c2nc(SCC(=O)NCC3CCCO3)c(-c3ccccc3)[nH]2)cc1 (stereo unspecified),23,0,24,-8,-2,3,14,-0.2,-7
Cc1ccc(-c2cc(C(=O)N3CCN(C(=O)c4ccco4)CC3)no2)cc1,16,1,12,-7,-5,-4,20,0.4,-10
COC(=O)C1=C(C)N(c2ccc(Cl)cc2)/C(=C/c2cccs2)C1=O,37,1,-1,-2,4,-13,-21,3.7,-15
Cc1ccc2cc(NC(=O)c3cccc(F)c3)ccc2n1,-11,-2,-88,-6,1,-7,-7,6.0,9
COc1ccc2ccccc2c1/C=N/NC(=O)c1cccc(Br)c1,26,-3,-7,-6,-3,-12,1,1.8,4
O=C(Nc1nc(-c2ccccc2)cs1)C1CCCCN1S(=O)(=O)c1ccccc1 (stereo unspecified),43,3,-10,-11,2,9,14,0.9,-3
Cc1ccccc1C(=O)Nc1ccc2c(C#N)c3nc4ccccc4nc3n2c1,-8,9,32,11,1,50,-4,-2.8,12
CC(=O)CC1=NC(C)(C)Cc2ccccc21,4,-1,-8,1,-3,8,-3,0.7,11
Cc1ccc(CCNC(=O)C2CC(c3ccccc3C(F)(F)F)=NO2)cc1 (stereo unspecified),10,-2,17,4,-6,1,6,-0.9,4
O=C(N/N=C/c1ccccc1[N+](=O)[O-])C(=O)N1CCCC1,6,0,20,1,-1,3,3,4.3,0
COc1ccc(OC)c(CNC(=O)Cc2c(C(=O)O)[nH]c3ccc(Cl)cc23)c1,10,2,-2,-8,-2,7,10,-1.7,-21
C=CCN(c1ccccc1)S(=O)(=O)c1cccc(C(=O)N2CCN(c3ncccn3)CC2)c1,25,-2,-12,8,-2,15,8,-3.0,-28
O=c1oc2c(-c3ccc([N+](=O)[O-])cc3)cc(O)cc2s1,1,1,-14,-8,1,1,9,-1.8,-12
COC(=O)COc1ccc(-c2nn(C)c(=O)c3ccccc23)cc1,12,-3,11,-4,0,-3,-1,-2.0,6
O=C(Cc1ccc([N+](=O)[O-])cc1)NNC(=O)c1ccc2c(c1)OCO2,-10,0,11,-1,11,4,5,2.6,-9
Cc1ccc([N+](=O)[O-])cc1NC1OC(CO)C(O)C1O (stereo unspecified),0,-2,8,-8,-1,5,-5,-1.6,20
CN(CCCNC(=O)CCc1cn(C)c2ccccc12)C1CCCCC1,-7,-1,25,15,-4,-9,8,0.8,17
O=C1N[C@@H](Cc2ccccc2)[C@@H](c2ccco2)O1,0,1,-9,-8,1,-8,-4,-2.0,4
CCCC(=O)Nc1nnc(SCC(=O)NC2CC2)s1,1,0,6,-10,-2,-7,-13,-1.0,9
CC(C)[C@H](NC(N)=O)C(=O)Nc1ccc(OCc2ccccc2)cc1,11,1,27,-1,-2,-6,3,-0.5,-9
CN1CCN(C(=O)C2CCN(S(=O)(=O)c3ccc4c(c3)oc(=O)n4C)CC2)CC1,-1,1,8,2,-3,8,4,-1.6,3
CCOc1cc(/C=N/NC(=S)Nc2ccccc2C(F)(F)F)ccc1OCC(=O)N1CCOCC1,-4,-1,19,-3,0,5,5,3.1,-7
O=C(/C=C/c1ccccc1)Nc1cc(NC(=O)/C=C/c2ccccc2)cc(C(=O)O)c1,-9,-4,-9,6,-2,21,9,-1.9,15
COc1cc(CN=Cc2c(O)n(Cc3ccccc3)c(=S)[nH]c2=O)cc(OC)c1,0,-3,42,14,1,23,6,0.3,18
CCOC(=O)c1c(NC(=O)CN2CCCCC2)sc(C)c1C,-19,1,-20,6,-3,24,5,0.4,-1
c1ccc2cc(OCCCn3ccnc3)ccc2c1,-44,-3,0,-4,-1,3,6,5.1,-8
c1ccc(OCCCCN2CCOCC2)cc1,2,-2,18,-4,-2,1,-3,1.0,-17
O=Cc1c(-c2ccccc2)nc2ccccn12,9,2,11,2,-2,8,-17,0.3,-3
COc1ccc(S(=O)(=O)N2CCCCCC2)cc1C(=O)NCc1ccco1,23,-4,25,-4,0,13,-8,3.5,6
CCOc1ccc(-n2c(C)nc3cc(C(=O)NCc4ccco4)ccc32)cc1,36,-2,17,-4,-3,-1,8,1.6,-13
O=C(O)C1CC(=O)N(CCc2ccc(F)cc2)C1 (stereo unspecified),-2,-6,-13,-5,-3,13,1,-1.8,15
CCCC(C)c1nc(C(N)=O)c2[nH]c(=O)n(-c3ccc(OC)cc3OC)c2n1 (stereo unspecified),13,-1,16,-3,3,0,5,0.2,5
CCOC(=O)C1(CCCc2ccccc2)CCN(Cc2cn(CC)nc2C)CC1,12,-3,12,-4,0,4,8,-1.8,-3

(next part)
canonical_smiles,tim23-1 inh,XBP1 UPR activ,Mdm2 MdmX PPI,CXCR6 block,APJ agonist,CCR6 antag,EBI2 block,UPR CHOP act,APJ antag
COCc1cc(C)nc(SCC(=O)Nc2ccc3[nH]c(=O)[nH]c3c2)c1C#N,-10,0,12,11,-4,15,-5,0.8,-1
COc1ccc(-c2nc3cc([N+](=O)[O-])ccc3o2)cc1OC,-32,0,-3,7,0,16,7,4.3,17
Nc1nonc1C(=O)N/N=C/c1ccc(-c2cccc(C(=O)O)c2)o1,-6,2,15,x,-3,x,x,2.5,10
O=C(CNC(=O)c1ccco1)NNC(=O)c1n[nH]c(=O)c2ccccc12,-3,-1,23,-7,-3,1,-8,-0.4,-2
Cc1c(NC(=O)C(C)Sc2nccn2C)c(=O)n(-c2ccccc2)n1C (stereo unspecified),4,-3,-26,8,-5,0,-4,0.0,5
CN(C(=O)COc1nnc(-c2cccs2)c(-c2cccs2)n1)c1ccccc1,45,-2,19,-2,-6,8,-3,-2.2,2
CC(C)(CN1CCc2ccccc2C1)NS(=O)(=O)c1ccc(Cl)cc1,-158,-2,6,3,-5,22,6,-0.3,3
CN(C)CCCNc1ccc(S(N)(=O)=O)cc1[N+](=O)[O-],4,-5,7,0,-4,10,-11,-0.9,21
COc1ccc(-n2ccnc2SCC(=O)Nc2cc(C)on2)cc1,13,0,38,-11,-7,14,1,-0.1,20
C=CCNC(=O)c1ccccc1SCc1c(C)noc1C,16,1,13,4,-6,4,-7,2.2,7
O=C(CSc1ncn[nH]1)NC1CCCc2ccccc21 (stereo unspecified),-3,-2,-25,5,-3,-1,9,0.7,5
COc1ccccc1OCC(=O)Nc1ccccc1C(=O)NC1CC1,3,-2,10,6,1,3,-9,-1.3,4
COc1ccc(C(NCC(=O)Nc2c(C)cccc2C)c2ccccc2)cc1 (stereo unspecified),27,-3,2,0,-4,8,9,-0.9,24
